Assay outcomes: PubChem, National Center for Advancing Translational Sciences (NCATS)
D1 potentiator: human D1 dopamine receptor positive modulation; P21728; HEK293 TREx D1 cells, calcium flux, dopamine EC20 potentiation; potentiation, % at 10 µM; 360,000 tested, 0.036% active; in the data active = potentiation above about 30%; note: 0% is about no effect
TRHR agonist: activates the human TRH receptor; 360,000 tested, 0.18% active; TRHR cells, calcium flux fluo-8, FDSS agonist mode; P34981; AID 493084; activation, % at 2 µM; note: 0% is about no effect
Target sequence (P34981 whole entry, looked up): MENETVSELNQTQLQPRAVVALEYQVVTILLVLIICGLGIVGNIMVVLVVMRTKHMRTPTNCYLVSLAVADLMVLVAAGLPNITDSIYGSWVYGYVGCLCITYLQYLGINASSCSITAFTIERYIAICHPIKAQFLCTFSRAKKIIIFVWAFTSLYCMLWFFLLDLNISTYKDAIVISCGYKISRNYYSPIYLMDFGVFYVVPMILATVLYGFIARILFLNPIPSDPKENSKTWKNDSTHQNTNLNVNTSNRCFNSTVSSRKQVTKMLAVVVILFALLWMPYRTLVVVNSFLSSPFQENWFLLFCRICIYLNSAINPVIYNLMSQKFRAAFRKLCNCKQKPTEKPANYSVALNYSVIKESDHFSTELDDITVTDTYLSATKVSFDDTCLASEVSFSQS
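Steps: seed TRHR cells overnight; add fluo-8 no-wash Ca dye, RT 30 min–1.5 h; record 10 s baseline; pin-transfer compounds; monitor fluorescence 1 cycle/s for the agonist window. Calcium increases flag candidate agonists.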
D1 antagonist: human D1 dopamine receptor antagonism. activity change, negative = inhibition, % at 10 µM. P21728. 360,000 tested, 3.2% active. HEK293 TREx D1 cells, calcium flux, dopamine EC80; stronger effect = lower value. AID 504652; in the data active = activity change below about -30%; note: % is set by controls: 0 for no effect and ±100 for the full control effect
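Using tetracycline-induced force-coupled D1 Hek293 cells and a calcium dye, signals were followed for 180 s after compound, then for 180 s after EC80 dopamine, to detect inhibitors.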
D2 agonist: activates the human D2 dopamine receptor. HEK293 T-REx D2 cells, calcium flux agonist mode. activation, % at 2 µM. 340,000 tested, 0.53% active. AID 485358;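 active = activation over 3 SD above normal in the single-dose calcium agonist read, cut at about 30% in these data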; note: 0% is about no effect
Target sequence (P14416 whole entry, looked up): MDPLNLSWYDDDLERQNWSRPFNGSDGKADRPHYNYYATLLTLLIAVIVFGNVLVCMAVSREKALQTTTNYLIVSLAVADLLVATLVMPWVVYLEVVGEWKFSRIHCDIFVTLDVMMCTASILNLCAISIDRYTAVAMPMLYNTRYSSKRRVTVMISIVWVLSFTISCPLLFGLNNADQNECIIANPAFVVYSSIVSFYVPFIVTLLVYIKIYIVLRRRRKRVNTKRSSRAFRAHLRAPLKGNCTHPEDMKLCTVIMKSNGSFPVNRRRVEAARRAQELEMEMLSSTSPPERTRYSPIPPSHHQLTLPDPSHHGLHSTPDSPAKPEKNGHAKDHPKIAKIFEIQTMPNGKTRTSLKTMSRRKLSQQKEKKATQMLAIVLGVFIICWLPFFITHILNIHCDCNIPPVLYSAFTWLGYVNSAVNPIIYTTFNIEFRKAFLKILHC
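Tetracycline-induced HEK293 Trex cells with D2 receptor force-coupled to calcium signaling, plated overnight at 30 C and loaded with no-wash calcium dye. Calcium flux read kinetically for 180 s after compound addition; responses flag agonists.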
D2 PAM: D2 dopamine receptor (human) potentiation; HEK293 T-REx D2, calcium flux, EC20 dopamine potentiation; potentiation, % at 10 µM; 340,000 tested, 0.34% active; AID 485347;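 active = potentiation over 3 SD above the plate norm, cut at about 30% in these data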; note: 0% is about no effect
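Using a no-wash calcium dye in inducible, force-coupled HEK293 Trex cells expressing D2, we tracked fluorescence each second for 180 s after compound, then for 180 s after EC20 dopamine to detect augmented signalling.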
D2 antag: D2 dopamine receptor (human) antagonism. inhibition, % at 10 µM. 340,000 tested, 2% active. AID 485344. P14416. HEK293 TREx D2 cells, calcium flux, dopamine EC80; in the data active = inhibition above about 30%; note: 0% is about no effect
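In this primary screen, negative modulation is detected by tracking calcium flux after an EC80 dopamine challenge in inducible HEK293 T-REx D2 cells preexposed to test compound for 180 s.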
RXFP1 antagonist: antagonists of human relaxin receptor RXFP1. 350,000 tested, 0.59% active. Q9HBX9. activity change, negative = inhibition, % at 57.5 µM. HEK293-RXFP1, relaxin-stimulated cAMP HTRF, 30 min; stronger effect = lower value;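 active = activity change of -60% or lower, but not beyond a set lower limit; inconclusive = change between -60% and -40%, or beyond the set limit; inactive = change above -40%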; note: % is set by controls: 0 for no effect and ±100 for the full control effect
D1 agonist: agonists of human D1 dopamine receptor. HEK293 T-REx D1 cells, calcium flux, agonist mode. P21728. 360,000 tested, 1% active. activation, % at 2 µM. AID 504660; note: 0% is about no effect
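Agonism was scored from calcium flux recorded over 180 s (1 read/s) after pintool compound addition, following a 10-cycle baseline. Cells were inducible force-coupled HEK293 TREx D1, plated overnight at 30 C and loaded with no-wash calcium dye.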
TRHR enhancer: TRH receptor (human) allosteric enhancement; P34981; TRHR cells, fluo-8 calcium fluorescence, EC20 TRH enhancement; enhancement, % at 2 µM; 360,000 tested, 0.66% active; AID 493056; in the data active = enhancement above about 30%; note: 0% is about no effect
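TRHR-expressing cells loaded with fluo-8 calcium dye were read kinetically (ex 480/em 530) during compound addition, then stimulated with an EC20 of TRH (10 nM final). Enhancement of the Gq-mediated intracellular calcium response was scored.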
* marks the source's active call; other numbers are inactive results; ? = inconclusive; · = no result given. Cut-off read from the data, not from the text of the source, unless noted: active = activation above about 30%; inactive = the rest.

SMILES | D1 potentiator | TRHR agonist | D1 antagonist | D2 agonist | D2 PAM | D2 antag | RXFP1 antagonist | D1 agonist | TRHR enhancer
Cc1ccc(S(=O)(=O)NC(=NC2CCCCC2)c2ccc(F)cc2)cc1 | 7 | -0.5 | 12 | 0.0 | 9 | -14 | -2 | -2 | 2
COc1ccc(S(=O)(=O)N(C)c2ccc(C(=O)NC3CCCC3)cc2)cc1 | -2 | -1.2 | -6 | 0.1 | -4 | 4 | 6 | 2 | 26
COc1ccc(OC)c(C(C(=O)NCc2ccco2)N(C(=O)Cn2nnc3ccccc32)C2CC2)c1 (stereo not drawn) | -2 | -0.1 | 1 | -0.4 | 2 | -12 | · | 3 | -8
COCCn1c(C)cc(C(=O)COC(=O)c2cncc(Br)c2)c1C | 8 | 0.0 | -5 | 0.4 | 3 | -19 | -9 | 2 | 1
COc1ccc(C)cc1S(=O)(=O)N1CCC(C(=O)NCCC2=CCCCC2)CC1 | -1 | -0.8 | · | -0.6 | -12 | -10 | 5 | -2 | -6
O=C(c1ccc(CS(=O)(=O)c2ccccc2)o1)N1CCN(c2ncccn2)CC1 | -1 | -0.5 | 2 | 1.4 | -17 | 4 | -9 | 3 | -6
CCc1ccc(CCC(=O)Nc2ccc(C(=O)O)cc2)o1 | -1 | 0.6 | -10 | 0.0 | 7 | 4 | 5 | 6 | 2
CCCC(=O)N1CCN(c2ccc(C(=O)c3ccc(OC)c(Br)c3)cc2F)CC1 | -1 | -1.0 | 8 | 0.2 | 7 | -1 | · | 1 | -8
N#CC1=C(N)Oc2ccc3ccccc3c2C1c1cccnc1 (stereo not drawn) | 1 | 0.2 | 94 | · | · | · | -28 | 9 | 1
Cc1ccc(-n2c(Cl)c(Cl)[nH]c(=O)c2=O)cc1 | -4 | 0.2 | 20 | -0.9 | 10 | -12 | · | 5 | 2
O=C(CCN1C(=O)c2ccccc2C1=O)Nn1cnnc1 | -2 | 0.3 | 3 | -0.1 | 10 | 4 | -12 | 4 | 17
Cc1ccc(NC(=O)C2C3CCCCC32)cc1[N+](=O)[O-] (stereo not drawn) | -1 | -0.6 | 3 | -1.1 | 6 | -12 | -15 | 6 | 4
COc1ccc(CCNC(=O)c2cc(Nc3ccccc3)nc3ccccc23)cc1OC | -6 | -1.0 | -24 | -0.5 | 7 | · | -29 | 6 | 15
COc1ccc(/C=N/OCC(=O)Nc2nc3ccccc3s2)cc1OC | -5 | 0.1 | -12 | -1.6 | 3 | 5 | -22 | 11 | -1
COc1ccc(NC(C)=O)cc1NC(=O)CSc1nnc(-c2ccccn2)n1C | 0 | 0.0 | 20 | 0.9 | 2 | -9 | 10 | 2 | -12
COc1ccc(C(=O)N(C)Cc2ccon2)cc1OC1CCN(C(C)C)CC1 | 3 | 0.6 | 2 | 0.1 | 7 | 3 | -7 | 3 | 3
NS(=O)(=O)c1ccc(NC(=O)CCC2CCCCC2)cc1 | -1 | -0.2 | -1 | · | · | · | 12 | 0 | -5
CCC(Sc1nc2ccccc2o1)C(=O)O (stereo not drawn) | -4 | 0.0 | -17 | -0.2 | 6 | -2 | -14 | 1 | -3
COc1ccc(OC)c(NC(=O)c2nnn(CC(=O)Nc3ccc(C(C)C)cc3)c2N)c1 | 3 | 0.9 | -4 | · | 4 | · | -36 | 1 | -2
CCCCCCNS(=O)(=O)c1nc2nc(C)cc(C)n2n1 | -4 | -0.3 | 3 | · | · | · | -36 | -3 | 7
O=C(NCC(O)c1ccc([N+](=O)[O-])cc1)C1CCCCC1 (stereo not drawn) | 3 | -1.4 | -4 | 0.1 | -7 | 2 | -3 | 1 | -5
CCOc1ccc(Br)cc1S(=O)(=O)Nc1ccc(Cl)c(S(=O)(=O)N(C)C)c1 | 0 | 1.2 | 7 | 1.6 | -8 | -3 | -3 | 0 | 4
O=C(NCC(=O)N(c1cccnc1)C(C(=O)NC1CCCC1)c1ccc(F)cc1)c1ccco1 (stereo not drawn) | -3 | 0.5 | -12 | -0.8 | 5 | -9 | · | 2 | -4
CC(C)c1nc2ccc(C(=O)NCCCN3CCN(c4cccc(Cl)c4)CC3)cc2o1 | -5 | -0.2 | -45* | 28 | -27 | · | -25 | 7 | 4
Cc1ccc(-c2nc3ncccc3o2)cc1N | -7 | 0.1 | -6 | 0.0 | 2 | 9 | -3 | 1 | 6
O=C1NC(=S)S/C1=C\c1ccc(SCc2ccccc2)o1 | -4 | -0.5 | -30 | 0.3 | 1 | -4 | ? | 14 | -6
O=C1C(=O)N(Cc2ccccc2)C(=O)N1CCN1C(=O)c2ccccc2C1=O | -4 | -0.8 | 6 | 19 | -7 | -14 | -1 | 2 | -4
CCc1cccc2sc(N3CCN(C(=O)c4ccc([N+](=O)[O-])o4)CC3)nc12 | -7 | -0.3 | -15 | -0.4 | -3 | -2 | -10 | 1 | -1
COc1cc(C(=O)Oc2ccc(C(=S)N3CCOCC3)cc2)cc(OC)c1OC | -1 | 0.2 | -22 | -0.8 | 3 | 6 | -5 | 3 | -2
Cc1ccc(C(=O)NC(=S)NCC2CCCO2)cc1Br (stereo not drawn) | -4 | 0.3 | 4 | 2.3 | 4 | 9 | -6 | 2 | -3
CCOC(=O)c1ccc(NC(=O)C2CC2)cc1 | -4 | -0.8 | 1 | 0.0 | 10 | -4 | 3 | 1 | 13
C/C(=N\NC(=O)c1ccc(CSc2cccc3cccnc23)cc1)C1CCCCC1 | 1 | 0.4 | 6 | 2.6 | 1 | -20 | 7 | 2 | 0
O=C(N(c1ccccc1)c1ccccc1)N(c1ccccc1)c1ccccc1 | -3 | 1.3 | 4 | 0.5 | 0 | -11 | -4 | 5 | -18
CCC1=[N+](C)c2cccc3cccc(c23)N1C | -3 | -0.8 | -6 | 0.6 | · | -7 | 16 | 0 | 7
CC(=O)OCC1OC(OCc2cn(C[C@H]3CC[C@H](Cn4cc(COC5OC(COC(C)=O)C(OC(C)=O)C(OC(C)=O)C5OC(C)=O)nn4)O3)nn2)C(OC(C)=O)C(OC(C)=O)C1OC(C)=O (stereo partly drawn) | 0 | 0.5 | -4 | 1.3 | 1 | 0 | · | 4 | 2
Cc1c(NC(=O)Nc2ccccc2Cl)c(=O)n(-c2ccccc2)n1C | -7 | -1.6 | -9 | 0.1 | 2 | 0 | 3 | 2 | -7
COC(=O)C(C(=O)OC)c1ncccc1[N+](=O)[O-] | -1 | -0.1 | -2 | 0.5 | 11 | -2 | -15 | 1 | 4
CCOC(=O)N=Nc1c(O)n(Cc2ccccc2)c2ccccc12 | -6 | -0.2 | -18 | -0.8 | 0 | 4 | 0 | 0 | -3
O=C(COc1ccc(Cl)cc1)N1CCN(c2ncccn2)CC1 | 4 | 0.5 | -8 | 0.2 | -6 | 1 | 1 | 0 | 8
Cc1cccc(-n2cc(-c3ccccc3)c3c(NC(C)C)ncnc32)c1 | 3 | 0.4 | 8 | -0.2 | -3 | · | -2 | 1 | 2

Record cards, from the list above. Values in the order: D1 potentiator	TRHR agonist	D1 antagonist	D2 agonist	D2 PAM	D2 antag	RXFP1 antagonist	D1 agonist	TRHR enhancer
`COC(=O)C(C(=O)OC)c1ncccc1[N+](=O)[O-]` reads -1	-0.1	-2	0.5	11	-2	-15	1	4
`CC(C)c1nc2ccc(C(=O)NCCCN3CCN(c4cccc(Cl)c4)CC3)cc2o1` reads -5	-0.2	-45*	28	-27	·	-25	7	4
`Cc1ccc(-c2nc3ncccc3o2)cc1N` reads -7	0.1	-6	0.0	2	9	-3	1	6
`Cc1c(NC(=O)Nc2ccccc2Cl)c(=O)n(-c2ccccc2)n1C` reads -7	-1.6	-9	0.1	2	0	3	2	-7

(list continues)
SMILES | D1 potentiator | TRHR agonist | D1 antagonist | D2 agonist | D2 PAM | D2 antag | RXFP1 antagonist | D1 agonist | TRHR enhancer
CCOc1ccccc1NC(=O)C(=O)c1cc(C)n(-c2ccc(F)cc2)c1C | -2 | 11 | 5 | 2.7 | 18 | · | -37 | 5 | -3
COc1ccc(N2CCN(C(=O)C3CCN(S(=O)(=O)c4cccc5nonc45)CC3)CC2)cc1 | -2 | -0.4 | -11 | 0.2 | 16 | · | -9 | 5 | 4
Cc1cc(C)c(OCC(=O)Nc2ccc(NC(=O)c3ccco3)cc2)c([N+](=O)[O-])c1 | -4 | -0.3 | -7 | 1.6 | -6 | 4 | 1 | 2 | 0
O=C(NC1CC(=O)N(c2ccc(F)cc2)C1)c1ccc(S(=O)(=O)N2CCCCC2)cc1 (stereo not drawn) | 0 | 0.0 | · | · | 0 | · | -26 | 1 | 1
COCC(C)n1c(C)cc(C(=O)CSc2nc3ccccc3c(=O)[nH]2)c1C (stereo not drawn) | -7 | 0.4 | -8 | -0.8 | 1 | 0 | 0 | 7 | 6
CCO[C@H]1OC(C(N)=O)=C[C@@H](c2coc3ccccc3c2=O)[C@@H]1CCCO | -5 | -0.2 | 3 | 0.2 | 4 | 15 | · | 0 | -1
COc1ccc(NC(=O)c2cc(-c3ccc(F)cc3)no2)cc1OC | -2 | 0.1 | -5 | 0.1 | -20 | · | 2 | 8 | 11
COc1cc(C(=O)Nn2c(CC(C)C)nc3ccccc3c2=O)cc(OC)c1OC | 2 | 0.1 | -13 | 2.9 | 3 | -8 | -2 | 2 | -1
O=C(Nc1ccc2c(c1)N(C1CCCC1)C(=O)c1ccccc1S2)c1ccccc1 | 5 | 0.7 | 4 | 0.9 | 7 | · | -11 | 3 | -4
Cc1ccc(C2=NNC(c3cccc(F)c3)S2)cc1 (stereo not drawn) | -3 | -0.5 | 1 | 1.5 | · | 3 | -17 | 1 | -1
CN(Cc1ccc(Cl)cc1)C(=O)CCl | -2 | 0.2 | -7 | 0.4 | 5 | -3 | -5 | 2 | 1
Cc1ccc(-n2nnnc2CNC(=O)C2CC(=O)N(c3ccc(F)cc3)C2)cc1C (stereo not drawn) | -3 | -0.5 | 1 | -0.1 | -10 | 18 | · | 0 | -9
CCc1nn(C(C)C(=O)N2CCN(c3ccc(OC)cc3)CC2)c(=O)c2cc3occc3n12 (stereo not drawn) | -8 | -0.4 | 12 | 0.5 | 0 | -6 | -4 | -1 | 2
CCCCCOC(=O)c1ccccc1C(=O)O | -3 | -0.1 | 22 | 1.2 | 12 | 4 | -3 | 5 | -8
CCCCCCN(C(=O)CCCCCN1C(=O)NC(c2ccc(-c3ccccc3)cc2)C(C(=O)OCc2ccccc2)=C1C)C(C(=O)NCCCC)c1cccc(C(=O)OC)c1 (stereo not drawn) | -5 | -0.4 | 18 | 0.3 | 14 | -19 | · | 15 | 3
COc1ccc2[nH]c3c(c2c1)CC(C)NC3=O (stereo not drawn) | -4 | -0.1 | -4 | 0.1 | -6 | 0 | 5 | 0 | -2
CCCc1cc(=O)oc2c(CN3CCN(C)CC3)c(O)ccc12 | 5 | 0.3 | 5 | 0.4 | 5 | -35 | -5 | 1 | 6
